Screening results: PubChem, The Scripps Research Institute Molecular Screening Center
DDE Tn7 FP inh – disrupts Tn7 cyclic peptide binding to fibrin D-Dimer-E complex; P02675; FP displacement of FITC-Tn7 peptide from fibrin DD(E); 0% = median of compound wells per plate; inhibition, % at 8.3 µM; hit rate 0.13% among 370,000; AID 720508;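 active = inhibition above the mean of compounds falling within the control limits plus 3 SD of them, cut at about 14% in these data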;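 also: 0% = plate median of compound wells and 100% = 10 µM Aha-Tn7 peptide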
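Measure: % inhibition scaled between sample-field median and high-control FP; Test system: human fibrin DD(E); Quantity: 2 µM final DD(E) protein; Doses: one dose, 8.3 µM nominal; Schedule: compound with protein 10 min, then 3 h after probe, room temperature; Detection: fluorescence polarization; Medium: Tris buffer with calcium and detergent, pH 7.8.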
UHRF1 binding – blocks human UHRF1 binding to methylated DNA; UHRF1 binding to methylated oligo, TR-FRET; inhibition, % at 4.4 µM; hit rate 0.75% among 370,000; in the data active = inhibition above about 21%;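 also: UHRF1 SRA domain binding a hemimethylated CpG hairpin DNA probe; 0% = median of test compound wells and 100% = reference inhibitor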
Tn6 DDE FP – disrupts Tn6 cyclic peptide binding to fibrin D-Dimer-E complex | P02675 | Fibrin DD(E) TRITC-Tn6 fluorescence polarization displacement | inhibition, % at 8.3 µM | hit rate 0.21% among 370,000;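 active = inhibition above a per-campaign cutoff: mean of compounds within control limits plus 3 SD, cut at about 15% in these data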;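 also: 0% = median of all compound wells on the plate and 100% = blocking peptide control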
ASAP1 inh – ASAP1 ArfGAP inhibition. Q9ULH1. ASAP1-stimulated ARF1 GTP hydrolysis, GDP FP detection. hit rate 0.19% among 360,000. inhibition, % at 16.5 µM. AID 624377; in the data active = inhibition above about 25%;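 also: 0% = vehicle with enzyme and substrate and 100% = no enzyme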
Target sequence (Q9ULH1 325-724 limits assumed): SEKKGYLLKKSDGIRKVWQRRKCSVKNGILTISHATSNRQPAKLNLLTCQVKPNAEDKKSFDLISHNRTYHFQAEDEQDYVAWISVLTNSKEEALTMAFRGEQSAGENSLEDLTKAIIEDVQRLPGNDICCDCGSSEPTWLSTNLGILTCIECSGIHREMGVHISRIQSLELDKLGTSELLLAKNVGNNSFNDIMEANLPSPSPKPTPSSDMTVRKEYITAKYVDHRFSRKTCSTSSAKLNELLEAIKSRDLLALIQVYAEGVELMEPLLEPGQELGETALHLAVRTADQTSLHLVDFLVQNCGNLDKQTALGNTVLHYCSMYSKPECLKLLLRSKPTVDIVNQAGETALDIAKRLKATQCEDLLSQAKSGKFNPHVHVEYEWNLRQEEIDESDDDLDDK
ARFGAP1 inh – rat ARFGAP1 inhibition; inhibition, % at 16.5 µM; Arfgap1-stimulated ARF1 GTP hydrolysis, GDP FP detection; hit rate 0.26% among 360,000; Q62848;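 active = inhibition above a per-plate limit, mean inhibition of low control wells plus 3 SD, cut at about 25% in these data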;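 also: 0% = DMSO wells with enzyme and 100% = wells lacking Arfgap1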
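system = rat Arfgap1 catalytic domain, aa 1-136 | technique = FP, GDP Alexa 633 tracer displaced from anti-GDP antibody, 620/688 nm | compound = one concentration, 16.5 µM, DMSO 1.26% | medium = HEPES-based buffer, pH 7.5 | timing = compound-enzyme preincubation 20 min, reaction 120 min, detection 60 min, 25 °C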
MBD2 DNA inh – inhibitors of human MBD2 binding to methylated oligonucleotide; TR-FRET; inhibition, % at 4.4 µM; hit rate 0.31% among 370,000; AID 686964; in the data active = inhibition above about 13%
PLCb3 inh – inhibitors of human phospholipase C beta3; Purified PLC-beta3, fluorogenic substrate, fluorescence; inhibition, % at 12.2 µM; Q01970; AID 720704; hit rate 0.18% among 370,000; in the data active = inhibition above about 11%;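 also: 0% = median of compound wells on plate and 100% = full blocker control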
ADAM17 inh – inhibitors of human ADAM17 | recombinant ADAM17, EDANS/DABCYL FRET peptide cleavage | hit rate 0.83% among 370,000 | AID 720648 | inhibition, % at 6.95 µM | P78536;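 active = inhibition above the mean of compounds lying between control limits plus 3 SD, set per campaign, cut at about 8.5% in these data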;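 also: 0% = DMSO-only wells as the low control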
Target sequence (P78536 215-824 limits assumed): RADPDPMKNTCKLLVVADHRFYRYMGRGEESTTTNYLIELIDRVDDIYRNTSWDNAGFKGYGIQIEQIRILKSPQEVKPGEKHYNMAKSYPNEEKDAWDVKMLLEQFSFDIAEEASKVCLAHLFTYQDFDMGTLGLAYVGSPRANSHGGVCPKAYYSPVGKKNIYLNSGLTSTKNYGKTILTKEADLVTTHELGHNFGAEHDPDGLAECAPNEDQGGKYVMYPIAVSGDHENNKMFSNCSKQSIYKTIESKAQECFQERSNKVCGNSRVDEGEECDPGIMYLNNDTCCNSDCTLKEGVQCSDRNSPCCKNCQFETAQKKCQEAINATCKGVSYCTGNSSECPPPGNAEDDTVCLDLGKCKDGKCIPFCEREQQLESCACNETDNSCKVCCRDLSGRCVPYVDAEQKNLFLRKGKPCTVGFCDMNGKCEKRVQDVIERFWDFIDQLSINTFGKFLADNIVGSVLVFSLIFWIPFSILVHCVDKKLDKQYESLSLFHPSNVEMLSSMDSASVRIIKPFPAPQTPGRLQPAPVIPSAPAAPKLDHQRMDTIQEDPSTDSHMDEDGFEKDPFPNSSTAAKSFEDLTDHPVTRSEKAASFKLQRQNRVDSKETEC
proKLK7 act – proKLK7 (human) activation, primary screen | P49862 | purified proKLK7, EDANS-DABCYL substrate fluorescence; 100% is mature enzyme control, 0% vehicle | activation, % at 7 µM | hit rate 0.9% among 370,000 | AID 652039;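 active = activation above the mean of all tested compounds plus 3 SD, computed per campaign excluding outliers beyond control limits, cut at about 13% in these data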
PLC-gamma1 inh – PLC-gamma1 (human) inhibition, primary screen. AID 720700. inhibition, % at 12.2 µM. purified PLC-gamma1, fluorogenic substrate, fluorescence. P19174. hit rate 0.84% among 370,000; in the data active = inhibition above about 9.5%
Active calls of the source: *.

DDE Tn7 FP inh | UHRF1 binding | Tn6 DDE FP | ASAP1 inh | SMILES | ARFGAP1 inh | MBD2 DNA inh | PLCb3 inh | ADAM17 inh | proKLK7 act | PLC-gamma1 inh
1 | -1 | 3 | 6 | COc1ccc(C(=O)Nc2ccccc2N2CCCCC2)cc1[N+](=O)[O-] | -6 | 0 | 3 | 1 | 0.1 | -1
-2 | -3 | 0 | -6 | CNC(=S)N(C)[C@H]1c2c(ccc3ccccc23)OC[C@H]1CO | 3 | 1 | 3 | 0 | 0.6 | 2
-2 | -1 | -4 | -5 | CCN(CC)S(=O)(=O)c1cc(C(=O)OCC(=O)Nc2c(F)cccc2F)ccc1F | 9 | -3 | -1 | 2 | 0.2 | 1
1 | -2 | 0 | 5 | Cc1ccc2oc(/N=C(\N)NC(=O)C3CC3)nc2c1 | 13 | -3 | -5 | -3 | 0.0 | 1
2 | -2 | 3 | 6 | Nc1ccc(C(=O)OCc2nc3c(ccc4ccccc43)[nH]2)cc1 | 4 | -3 | 0 | -1 | 0.1 | 2
-5 | 1 | 0 | -9 | COc1cccc(CNC(=O)C2CCN(S(=O)(=O)c3ccc4c(c3)CC(C)N4C(C)=O)CC2)c1 (stereo unspecified) | -2 | 1 | -3 | 1 | 0.1 | 0
6 | 4 | -6 | 16 | CC1CCN(c2ccc3c(c2)S(=O)(=O)c2ccccc2C3=O)CC1 | 2 | -3 | -274 | 0 | 1.2 | -156
-4 | -1 | 4 | -1 | COc1cccc(/C=N/NC(=O)NC2CCCCC2)c1O | 15 | 3 | -85 | -7 | -16 | -47
-1 | -1 | -4 | -8 | Cc1cc(C)c(NC(=O)CSc2nnc(CNC(=O)c3c(F)cccc3Cl)o2)c(C)c1 | 8 | -2 | -6 | 2 | 0.4 | 2
4 | 1 | -2 | 3 | Cc1ccc(-n2nnnc2SCC(=O)Nc2cccc(NC(=O)c3ccco3)c2)cc1C | 3 | 1 | 6 | -1 | -5.9 | 1
4 | 7 | 0 | -5 | COc1ccc(OC)c(-n2cnnn2)c1 | 0 | 2 | -2 | -4 | -0.6 | -3
-3 | -3 | -5 | 0 | Oc1ccc(C=Nc2cccc3ncccc23)c(O)c1 | 6 | -10 | -110 | 3 | -1.5 | -105
0 | 2 | 1 | -8 | Cc1ccc2c(=O)oc(N(C)C)nc2c1 | -1 | 1 | -25 | -24 | -3.3 | -27
0 | 9 | 2 | 8 | COc1ccccc1CNC(=O)CNC(=O)Cn1cnc2ccccc2c1=O | 3 | -3 | 7 | 3 | 0.2 | 5
1 | 5 | 0 | -6 | CSc1nc2ccccc2c(=O)n1C1CCOC(C)(C)C1 (stereo unspecified) | -5 | -3 | 0 | -1 | 0.1 | 2
2 | -2 | 3 | -20 | Cc1ccc(S(=O)(=O)N2CCN(C(=O)CCC(=O)NCCc3ccc(F)cc3)CC2)cc1 | -8 | 2 | 4 | 1 | 0.3 | 0
10 | -1 | 1 | -9 | COc1ccc(-c2coc3c(C(=O)NC4CCCCC4)cccc23)c(C)c1 | -13 | -5 | 2 | 1 | -0.3 | 1
-1 | 7 | 2 | 6 | CCOC(=O)c1ccc(NC(=O)Cn2ncc(Cl)c(Cl)c2=O)cc1 | 4 | 3 | -2 | -2 | 0.4 | 0
-1 | 0 | 6 | -6 | CN1OC[C@@H]2CN(Cc3ccccc3)[C@H](c3cccc(Oc4ccccc4)c3)C[C@@H]21 | 1 | -2 | -1 | 0 | 0.1 | -1
1 | -1 | -9 | -8 | O=c1ccn2c(n1)OC1CC2OC1COC(c1ccccc1)(c1ccccc1)c1ccccc1 (stereo unspecified) | 4 | -7 | 2 | 4 | 0.5 | 2
6 | 0 | -3 | -3 | N/C(=N\OC(=O)COc1ccc(Cl)cc1)c1ccc(Cl)cc1 | -5 | -2 | 0 | -2 | 0.2 | 0
6 | 1 | 0 | 1 | CN(Cc1ccccc1)C(=O)c1cccc(NC(=O)Cc2ccc([N+](=O)[O-])cc2)c1 | -11 | -4 | 2 | 2 | 0.3 | -2
-3 | 1 | -3 | 2 | Cc1ccc(COC(=O)CCN=C2NS(=O)(=O)c3ccccc32)cc1 | 10 | 0 | -1 | -9 | 0.4 | 5
2 | -1 | 6 | -5 | CC(C)CN(CCCNC(=O)CN1C(=O)COc2ccc(S(=O)(=O)N3CCCCCC3)cc21)CC(C)C | -13 | -2 | -6 | 0 | 0.8 | -2
-3 | 2 | -1 | -3 | C/C(=N/NC(=O)c1ccc(C(C)(C)C)cc1)c1cccnc1 | -4 | 5 | -2 | -1 | 0.2 | 1

By substructure, the entries above with a halogen (five)
DDE Tn7 FP inh | UHRF1 binding | Tn6 DDE FP | ASAP1 inh | SMILES | ARFGAP1 inh | MBD2 DNA inh | PLCb3 inh | ADAM17 inh | proKLK7 act | PLC-gamma1 inh
-2 | -1 | -4 | -5 | CCN(CC)S(=O)(=O)c1cc(C(=O)OCC(=O)Nc2c(F)cccc2F)ccc1F | 9 | -3 | -1 | 2 | 0.2 | 1
-1 | -1 | -4 | -8 | Cc1cc(C)c(NC(=O)CSc2nnc(CNC(=O)c3c(F)cccc3Cl)o2)c(C)c1 | 8 | -2 | -6 | 2 | 0.4 | 2
2 | -2 | 3 | -20 | Cc1ccc(S(=O)(=O)N2CCN(C(=O)CCC(=O)NCCc3ccc(F)cc3)CC2)cc1 | -8 | 2 | 4 | 1 | 0.3 | 0
-1 | 7 | 2 | 6 | CCOC(=O)c1ccc(NC(=O)Cn2ncc(Cl)c(Cl)c2=O)cc1 | 4 | 3 | -2 | -2 | 0.4 | 0
6 | 0 | -3 | -3 | N/C(=N\OC(=O)COc1ccc(Cl)cc1)c1ccc(Cl)cc1 | -5 | -2 | 0 | -2 | 0.2 | 0

Structural class, those above with a nitro group on carbon.
DDE Tn7 FP inh | UHRF1 binding | Tn6 DDE FP | ASAP1 inh | SMILES | ARFGAP1 inh | MBD2 DNA inh | PLCb3 inh | ADAM17 inh | proKLK7 act | PLC-gamma1 inh
1 | -1 | 3 | 6 | COc1ccc(C(=O)Nc2ccccc2N2CCCCC2)cc1[N+](=O)[O-] | -6 | 0 | 3 | 1 | 0.1 | -1
6 | 1 | 0 | 1 | CN(Cc1ccccc1)C(=O)c1cccc(NC(=O)Cc2ccc([N+](=O)[O-])cc2)c1 | -11 | -4 | 2 | 2 | 0.3 | -2

Later entries.
DDE Tn7 FP inh | UHRF1 binding | Tn6 DDE FP | ASAP1 inh | SMILES | ARFGAP1 inh | MBD2 DNA inh | PLCb3 inh | ADAM17 inh | proKLK7 act | PLC-gamma1 inh
0 | 1 | 2 | 3 | CCCn1cnnc1CNC(=O)C1CCC(=O)N(CCCc2ccccc2)C1 (stereo unspecified) | -2 | -4 | -5 | -4 | 0.0 | 3
4 | 4 | 1 | -15 | Cc1ccc(S(=O)(=O)NCCC(=O)N2CCC(C)CC2)cc1 | 0 | -6 | -1 | 4 | 0.5 | 8
-1 | 8 | 5 | 13 | CCN(CC)S(=O)(=O)c1cc(C(=O)n2cccn2)c(Cl)cc1Cl | -6 | 2 | 2 | 2 | 0.1 | -1
-8 | 0 | 0 | 4 | O=C(Nc1ccc(NC(=O)c2ccc(Cl)cc2Cl)cc1)c1ccc2c(c1)OCO2 | 12 | -5 | -6 | 1 | 0.2 | 0
-1 | 4 | -12 | -10 | CC(C)n1ncc2c(C(=O)Nc3cccc(S(=O)(=O)N(C)C)c3)cc(C3CC3)nc21 | 10 | 6 | -19 | 7 | -1.3 | -8
-2 | -2 | 22* | -4 | COc1ccc(-c2cc(C(=O)Nc3ccccc3)on2)cc1 | -6 | 1 | 5 | -2 | 0.5 | 4
-3 | -3 | 1 | 7 | O=C(COC(=O)CCC(=O)c1ccc(F)cc1)Nc1ccccc1 | 6 | -2 | 4 | -1 | -0.3 | -3
7 | -3 | -1 | 5 | Cn1cc(C=C2C(=O)CC(C)(C)CC2=O)c2ccccc21 | -8 | -2 | -1 | -2 | -0.3 | -5
2 | 5 | -1 | 7 | Oc1ccc(N2CCN(Cc3ccc(OCCCN4CCCCC4)cc3)CC2)cc1 | -1 | 5 | -9 | -2 | -0.2 | -8
5 | -1 | -2 | 9 | CCOc1ccc(NC(=O)CNc2cccc(S(=O)(=O)N3CCCCCC3)c2)cc1OCC | -3 | 1 | -11 | 3 | 0.1 | -1
2 | 4 | -8 | -7 | CCCOc1ccc(N2C(=O)CC(SC(=NCC)Nc3cccc(F)c3)C2=O)cc1 (stereo unspecified) | 8 | -2 | -2 | 1 | -0.1 | 2
1 | -3 | 6 | -6 | O=C(O)c1ccc(CN2C(=O)c3ccccc3S2(=O)=O)cc1 | 4 | -2 | 3 | -1 | -0.2 | 2
0 | 2 | 0 | 7 | CN(c1ccccc1C(=O)Nc1cccc([N+](=O)[O-])c1)S(=O)(=O)c1ccccc1 | 16 | 9 | -1 | -2 | 0.7 | 1
-5 | -2 | 1 | 1 | CCOC(=O)COC(=O)c1ccc(O)cc1 | 3 | -1 | 4 | -1 | -0.5 | 0
3 | -2 | 4 | 13 | O=C(Nc1ccc2c(c1)OCCO2)c1ccncc1 | 0 | 1 | -3 | -4 | 0.4 | -2
4 | 0 | 1 | 8 | COc1cccc(CN2CCN(Cc3[nH]c4ccccc4c3C)CC2CCO)c1 (stereo unspecified) | 8 | 2 | -1 | -5 | -0.2 | -1
-1 | -2 | -1 | 0 | O=C(OCC(=O)N1CCCC1=O)c1cc(S(=O)(=O)N2CCOCC2)ccc1Cl | 12 | 1 | -11 | -7 | -0.2 | 3
3 | -3 | -5 | -3 | O=C(Nc1ccccc1N1CCCCC1)c1cccs1 | -5 | -4 | -5 | -1 | 1.0 | -4
-1 | 3 | -1 | -3 | Cc1ccc(S(=O)(=O)NC(=O)c2cccn2C)cc1 | 7 | -6 | 1 | -7 | -0.2 | -1
-4 | -1 | 9 | 6 | Cc1ccc(N(CN2C(=O)C3C4CCC(C4)C3C2=O)C(=O)c2ccco2)cc1 (stereo unspecified) | -8 | 1 | -9 | 1 | 0.5 | 1
-2 | 0 | 4 | 8 | CC(=O)NCCCC(=O)NC(CCC(=O)OCc1ccccc1)C(=O)OCc1ccccc1 (stereo unspecified) | 13 | -4 | -2 | 0 | 0.2 | 0
-1 | -4 | 6 | -6 | CCOc1ccc(-n2c(O)c(/C=N/Nc3nnc(C)c(=O)[nH]3)c3ccccc3c2=O)cc1 | -4 | -7 | -122 | -43 | 2.2 | -107
2 | 2 | -8 | -9 | CCCS(=O)(=O)NC(=O)C1(C)CCCN(C(=O)c2ccc(F)c(Cl)c2)C1 (stereo unspecified) | 2 | 2 | 2 | -5 | -0.1 | 3
-3 | -1 | 1 | -7 | Cc1ccccc1CN1C(=O)CSCC1(C)C(=O)NC(C)C (stereo unspecified) | -6 | -4 | 2 | 0 | 0.4 | 2
5 | 0 | 7 | -5 | O=C(O)C1C2CCC(C2)C1C(=O)Nc1ccccc1 (stereo unspecified) | 5 | 7 | -7 | 0 | -0.1 | 2
2 | 0 | -4 | 4 | CCOc1ccc(C(=O)N2CCN(c3ccccc3)CC2)cc1OCC | 1 | -1 | 2 | 2 | -0.4 | 2
-1 | -1 | 0 | 14 | CNC(=O)Nc1cc(C(F)(F)F)cc(C(F)(F)F)c1 | -2 | 1 | 1 | -5 | -0.1 | 2
